Screens (PubChem)
APJ antagonist: antagonists of human APJ apelin receptor. P35414. CHO-K1 APJ beta-arrestin complementation, luminescence. inhibition, % at 20 µM. 0.32% of 330,000 active. AID 2521;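 active means inhibition above about 40% at 20 µM, limit read from the data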;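 further: cells challenged with 10 nM apelin-13 agonist together with compound; plate controls were apelin-13 plus DMSO wells for no effect and DMSO wells lacking apelin-13 for full effect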
Mdm2 MdmX PPI: disrupts the human Mdm2-MdmX interaction; SaOS-2 split-luciferase Mdm2/MdmX complementation, luminescence; inhibition, % at 8 µM; 3% of 330,000 active; AID 485346;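 active means inhibition of at least 50% at 8 µM in the primary screen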
Target sequence (O15151 whole entry, looked up): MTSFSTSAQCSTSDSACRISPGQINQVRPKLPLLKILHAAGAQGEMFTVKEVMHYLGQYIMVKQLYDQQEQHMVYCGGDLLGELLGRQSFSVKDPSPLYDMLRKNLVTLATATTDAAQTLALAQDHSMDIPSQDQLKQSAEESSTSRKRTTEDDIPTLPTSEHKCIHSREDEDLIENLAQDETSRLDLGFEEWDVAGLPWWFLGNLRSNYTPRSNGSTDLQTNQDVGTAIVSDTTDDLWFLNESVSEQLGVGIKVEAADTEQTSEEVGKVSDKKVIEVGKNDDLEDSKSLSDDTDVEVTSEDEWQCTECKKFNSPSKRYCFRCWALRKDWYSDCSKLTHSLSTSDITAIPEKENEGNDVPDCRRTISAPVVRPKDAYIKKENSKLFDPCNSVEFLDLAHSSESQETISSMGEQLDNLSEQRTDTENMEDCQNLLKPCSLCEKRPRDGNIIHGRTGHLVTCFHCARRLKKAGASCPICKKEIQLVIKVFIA
Target sequence (Q00987 whole entry, looked up): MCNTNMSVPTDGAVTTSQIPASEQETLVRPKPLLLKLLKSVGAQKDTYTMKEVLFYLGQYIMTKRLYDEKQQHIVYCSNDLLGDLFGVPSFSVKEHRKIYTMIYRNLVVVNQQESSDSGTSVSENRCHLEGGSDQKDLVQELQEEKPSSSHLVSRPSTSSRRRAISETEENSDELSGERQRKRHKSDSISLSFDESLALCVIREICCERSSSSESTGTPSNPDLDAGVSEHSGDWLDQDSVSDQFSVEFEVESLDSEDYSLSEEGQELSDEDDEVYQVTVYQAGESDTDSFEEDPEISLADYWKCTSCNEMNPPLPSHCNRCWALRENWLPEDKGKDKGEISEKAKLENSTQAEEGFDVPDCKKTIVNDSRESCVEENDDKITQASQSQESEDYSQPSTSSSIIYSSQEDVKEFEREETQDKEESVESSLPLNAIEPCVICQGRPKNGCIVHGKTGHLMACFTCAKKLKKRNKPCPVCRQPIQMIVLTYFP
CHOP UPR activ: activators of apoptotic arm of unfolded protein response (CHOP); CHO-CHOP luciferase reporter, UPR activation, luminescence; percent of tunicamycin response over DMSO baseline; 0.34% of 330,000 active; activation, % at 10 µM;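 active means at 10 µM dose, activation of 40% or more, normalized to positive control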;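 further: 100% = tunicamycin at 10 µg/mL and 0% = DMSO alone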
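System: CHO CHOP reporter cells. Amount: 500 cells per well. Buffer or medium: F12 medium, 10% FBS. Compound dosing: one dose, 10 µM in 0.5% DMSO. Incubation: 6 h compound exposure at 37 °C after overnight seeding. Technique: Steady-Glo luciferase luminescence. Benchmarks: tunicamycin and DMSO controls.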
tim10-1 inh: growth inhibitors of tim10-1 mutant yeast. inhibition, % at 20 µM. 2.2% of 330,000 active. S. cerevisiae tim10-1 ts strain growth, BacTiter-Glo, 24 h. AID 463190;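 active means inhibition of at least 40%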;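 further: mutant grown at 25 °C; 0% = DMSO wells with yeast and 100% = wells holding no yeast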
tim23-1 inh: inhibits growth of tim23-1 mutant yeast; S. cerevisiae tim23-1 growth, BacTiter-Glo luminescence, 24 h; inhibition, % at 20 µM; 1.3% of 330,000 active; AID 463212;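 active means growth inhibition of the mutant yeast at or above 50%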;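 further: temperature-sensitive mutant grown at 25 °C; plate controls were DMSO-treated mutant yeast for no effect and medium wells lacking yeast for full effect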
TIM10 inh: inhibits growth of TIM10 yeast strain; inhibition, % at 10 µM; 1.4% of 330,000 active; S. cerevisiae TIM10 strain growth, BacTiter-Glo luminescence, 24 h;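 active means inhibition of 40% or more at the single tested concentration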;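 further: wild-type TIM10 isogenic control strain grown at permissive 25 °C; 0% = DMSO yeast wells and 100% = minimal medium wells without yeast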
CXCR6 inh: blocks human CXCR6 beta-arrestin recruitment; O00574; CHO-K1 PathHunter CXCR6 beta-arrestin, luminescence; inhibition, % at 20 µM; 0.36% of 360,000 active; AID 602244; in the data active means inhibition above about 34%, passing the limit was not always enough;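 further: antagonist mode with CXCL16 agonist at 10 nM final; 0% = 10 nM CXCL16 with DMSO and 100% = unstimulated wells without agonist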
APJ agonist: agonists of human APJ apelin receptor | CHO-K1 APJ PathHunter beta-arrestin, luminescence; 0% DMSO wells, 100% apelin | AID 2520 | 0.11% of 330,000 active | P35414 | activation, % at 20 µM;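 active means activation more than six SD over the plate average, tested at 20 µM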;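 further: 0% = DMSO alone and 100% = apelin-13 at 10 nM; some results filed as inactive read as strong as hits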
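Assay system: engineered CHO-K1 APJ arrestin reporter cells; Amount: 1000 CHO-K1 reporter cells seeded per well; Dosing: one dose, 20 µM compound, 1% DMSO; Times: compound stimulation 90 min at 25 °C, detection 60 min; Measured by: luminescent beta-gal fragment complementation, chemiluminescent substrate; Read-out: APJ–arrestin association signal; Controls: DMSO vs Apelin-13 10 nM.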
XBP1 UPR activ: adaptive UPR (XBP1) activation. CHO-XBP1 luciferase reporter, IRE1-XBP1 UPR activation, luminescence; percent of tunicamycin response, DMSO as zero. activation, % at 20 µM. AID 463104. 0.33% of 330,000 active;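 active means versus positive control, 20 µM dose yields 30% or more activation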;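 further: 100% = tunicamycin at 10 µg/mL and 0% = DMSO only wells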
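Material: CHO cell line with stable XBP1 luciferase reporter; schedule: 16-18 h cell attachment at 37 °C, then 6 h compound exposure; signal: glow luminescence from Steady-Glo reagent; medium: serum-containing F12 medium, 10% FBS; benchmarks: tunicamycin 10 µg/mL and vehicle-only wells; read-out: percent activation relative to tunicamycin reference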
Numbers without * were called inactive; & = joins results of further samples. Some of the compounds tested. The share of hits here may be higher or lower than overall.

| mol | APJ antagonist | Mdm2 MdmX PPI | CHOP UPR activ | tim10-1 inh | tim23-1 inh | TIM10 inh | CXCR6 inh | APJ agonist | XBP1 UPR activ |
| --- | --- | --- | --- | --- | --- | --- | --- | --- | --- |
| COc1ccc2c(C)cc(SCc3c(C)noc3C)nc2c1 | -10 | 16 | -0.4 | 5 | -6 | -7 | 2 | -4 | -3 |
| O=C(Nc1ccc(Cl)cc1)c1csc(Cc2ccccc2)n1 | -8 | -49 | 2.0 | 23 | 30 | 32 | -11 | -2 | 0 |
| O=C(c1ccccc1)c1ccccc1C(=O)N1CCN(C(=O)c2ccccc2)CC1 | 14 | -1 | -2.4 | 7 | -4 | 0 | 8 | -5 | 0 |
| CCC(C)Oc1cccc(OCCCCN2C(=O)NC(C)(C)C2=O)c1 (stereo not given) | 18 | -28 | -1.6 | 32 | 20 | 19 | 4 | -7 | 0 |
| COC(=O)C1=C(C)Nc2nc(SCc3ccccc3)[nH]c(=O)c2C1c1cccs1 (stereo not given) | -8 | 8 | 2.1 | 9 | 10 | 4 | 4 | -4 | 1 |
| COc1cccc(NC2SC(=O)N(c3ccccc3)C2=O)c1 (stereo not given) | 30 | -85 | 3.8 | -7 | 1 | 2 | 3 | -6 | 8 |
| CC(C(=O)NCc1ccccc1)N1C(=O)c2ccccc2C1=O (stereo not given) | -12 | 8 | -1.2 | -14 | -2 | -3 | 6 | -2 | -1 |
| O=C1CCC(C(=O)N2CCCCO2)CN1Cc1cccc(F)c1 (stereo not given) | 1 | 0 | 4.2 | 14 | 10 | 5 | -3 | -6 | -3 |
| CCCN(CC(=O)Nc1ccccc1C)C(=O)c1ccc(N2CCOCC2)c([N+](=O)[O-])c1 | -43 | 21 | 0.2 | -15 | -1 | -14 | 1 | -4 | -4 |
| Cc1cc(C(F)F)n2ncc(C(=O)NCCc3ccccc3Cl)c2n1 | -1 | -13 | -1.7 | 30 | 40 | 14 | 13 | -8 | 2 |
| CCOC(=O)C(C)Sc1nc(-c2ccco2)cc(C(F)(F)F)c1C#N (stereo not given) | -6 | 1 | 1.4 | 34 | 16 | -7 | -1 | -13 | 0 |
| O=C(O)c1cc(-c2ccc(Cl)s2)nc2ccccc12 | 6 | -7 | -0.9 | 8 | -2 | 9 | 3 | -2 | 1 |
| Cc1ccc2oc(C(=O)N(Cc3ccncc3)CC3CCCO3)c(C)c2c1 (stereo not given) | 3 | -51 | 3.7 | 27 | 24 | 2 | 8 | 1 | -1 |
| O=C(COc1ccc([N+](=O)[O-])cc1Cl)Nc1ccc2[nH]c(=O)[nH]c2c1 | 2 | 4 | 1.7 | 9 | 7 | -4 | -1 | -8 | 0 |
| NC(=O)CSc1oc(-c2ccc(F)cc2)nc1S(=O)(=O)c1ccccc1 | 11 | -21 | 0.7 | 14 | -3 | -2 | -5 | 6 | 1 |
| COc1ccc(C(=O)NCC(=O)N2CCN(C(=O)c3ccco3)CC2)cc1[N+](=O)[O-] | 14 | -3 | 0.0 | -12 | -1 | -1 | -6 | -2 | -1 |

2 of these compounds, reformatted.
O=C(O)c1cc(-c2ccc(Cl)s2)nc2ccccc12
  APJ antagonist: 6; Mdm2 MdmX PPI: -7; CHOP UPR activ: -0.9; tim10-1 inh: 8; tim23-1 inh: -2; TIM10 inh: 9; CXCR6 inh: 3; APJ agonist: -2; XBP1 UPR activ: 1

NC(=O)CSc1oc(-c2ccc(F)cc2)nc1S(=O)(=O)c1ccccc1
  APJ antagonist: 11; Mdm2 MdmX PPI: -21; CHOP UPR activ: 0.7; tim10-1 inh: 14; tim23-1 inh: -3; TIM10 inh: -2; CXCR6 inh: -5; APJ agonist: 6; XBP1 UPR activ: 1

More compounds follow.
| mol | APJ antagonist | Mdm2 MdmX PPI | CHOP UPR activ | tim10-1 inh | tim23-1 inh | TIM10 inh | CXCR6 inh | APJ agonist | XBP1 UPR activ |
| --- | --- | --- | --- | --- | --- | --- | --- | --- | --- |
| Cc1ccc(S(=O)(=O)Nc2cccc(C(=O)NCC(c3ccc(F)cc3)N3CCOCC3)c2)cc1 (stereo not given) | -6 | 12 | -0.7 | 0 | -1 | 1 | 1 | 0 | -3 |
| N#CC(=C=[N-])c1nc2ccccc2nc1-[n+]1ccccc1 | 11&7 | -2&-9 | 0.0&-0.9 | -8&-11 | 12&13 | -4&16 | 6&12 | -1&-1 | -2&-1 |
| Cc1onc(-c2ccccc2Cl)c1C(=O)Nc1sc2c(c1C(N)=O)CCC(C)C2 (stereo not given) | 0 | 8 | 2.8 | 38 | 27 | 32 | 9 | -16 | 4 |
| CCn1c(SCc2nc3ccccc3c(=O)[nH]2)nnc1C(C)NC(=O)c1ccccc1F (stereo not given) | 25 | 7 | 1.7 | 13 | 8 | -2 | 15 | -2 | 1 |
| CC(C)CCn1c(CN2CCN(Cc3ccccc3)CC2)nc2c1c(=O)[nH]c(=O)n2C | 7 | 8 | 0.0 | 15 | -1 | 10 | 7 | -4 | 2 |
| OC(CSc1c(Cl)cccc1Cl)CN1CCN(c2ccccc2F)CC1 (stereo not given) | -1 | -3 | -0.3 | 36 | 15 | 7 | -6 | -1 | -1 |
| O=C(Nc1ccc2nc(-c3ccco3)c(-c3ccco3)nc2c1)NC1CC1 | 15 | -39 | -0.3 | 10 | 5 | -3 | 6 | 3 | 0 |
| CCCCN(CC)C(=O)c1cc2cc3ccc(OC)cc3nc2o1 | 4 | -36 | 6.7 | 37 | 33 | 30 | 8 | 1 | 4 |
| CC(C)C1S/C(=N/N=C/c2ccco2)NC1=O (stereo not given) | -1 | -1 | 0.5 | 6 | 9 | 15 | -8 | -2 | 1 |
| Cc1ccc(C)c(S(=O)(=O)N(C)C2CCS(=O)(=O)C2)c1 (stereo not given) | 1 | -21 | 1.2 | 0 | 5 | -4 | 7 | -4 | -3 |
| CCn1nc(C)c(/C=N/NC(=O)Cn2nnnc2N)c1C | -21 | 29 | 2.0 | -20 | 13 | 2 | -18 | -5 | -2 |
| CC(C)(C)NC(=O)C(OC(=O)c1cccs1)c1ccc(C#N)cc1 (stereo not given) | 6 | 20 | -1.3 | 11 | 0 | 21 | -1 | -2 | -4 |
| CC(C)c1ccc(N(C(=O)c2csnn2)C(C(=O)NC(C)(C)C)c2cccnc2)cc1 (stereo not given) | -8 | 6 | 0.5 | 6 | 14 | 9 | -2 | -3 | -3 |
| NS(=O)(=O)c1ccc(CNC(=S)NC2CCCCC2)cc1 | 4 | 10 | 0.9 | -7 | -3 | -11 | -14 | -4 | 2 |
| COc1cc(OC)c(C(=O)N(CCc2ccccc2)Cc2ccccc2)cc1OC | 12 | 22 | 0.5 | 23 | 13 | 10 | -3 | -4 | -7 |
| Cc1ccc(CN2C(=O)CCC2C(=O)NCc2ccccc2Cl)cc1 (stereo not given) | -21 | 1 | -0.7 | -4 | 11 | -19 | -10 | -2 | -2 |
| O=C(Nc1ccccc1)c1ccc2c(c1)CCN2S(=O)(=O)c1ccccc1 | -15 | 1 | 0.9 | 23 | 42 | 34 | 15 | 0 | -3 |
| O=C(COc1ccc(Cl)cc1)N1CCN(S(=O)(=O)c2ccc(Cl)cc2)CC1 | 26 | 37 | 1.5 | 11 | -17 | -5 | -3 | -3 | -2 |
| O=C(O)c1cccc2c1-c1ccccc1/C2=N\Nc1ccccc1 | 14 | -44 | 6.1 | 23 | 25 | 0 | 10 | -2 | 1 |
| CCCCn1c(=S)[nH]c2ccccc2c1=O | 5 | 4 | -2.2 | 30 | 44 | 7 | 3 | -2 | 0 |
| CCS(=O)(=O)Nc1ccc(C2=NN(C(=O)c3ccco3)C(c3cccs3)C2)cc1 (stereo not given) | -8 | 36 | 1.7 | 11 | 12 | 9 | -5 | 3 | -5 |
| O=S(=O)(c1ccc(F)cc1)N1CCCC1 | 13 | 7 | 1.6 | -27 | 38 | -1 | -6 | -1 | -1 |
| CCCN1CCC(NC(=O)CC2C(=O)NCCN2Cc2cccc(OC)c2)CC1 (stereo not given) | 13 | 20 | -1.8 | 4 | -13 | -3 | -4 | 7 | -3 |
| CC(C)(C)NC(=O)c1ccc(COc2ccccc2Br)o1 | -26 | 17 | 2.6 | 12 | 26 | 4 | -1 | -2 | 1 |
| CNC(=O)C(=O)NCC1OCCCN1S(=O)(=O)c1ccc(F)cc1C (stereo not given) | 8 | 3 | -0.6 | -5 | 0 | -1 | -5 | 0 | -3 |
| O=C(CSc1nnc(-c2cccnc2)s1)Nc1ccccc1 | -7 | 25 | 1.5 | -10 | -1 | 10 | 4 | 0 | -1 |
| O=C(NCCc1ccccc1)c1cnc2ccccn2c1=O | 13 | -33 | 2.3 | 20 | 19 | 19 | 4 | -2 | -4 |
| COc1cc(C)ccc1OCC(=O)OCC(=O)NCC1CCCCC1 | -7 | 17 | -1.0 | -6 | -1 | -10 | -1 | -1 | 0 |
| COC(=O)c1c(C)oc(C)c1S(=O)(=O)N1CCCCC1 | -30 | -13 | 1.0 | 6 | 7 | 8 | 2 | 1 | -3 |
| Cc1ccc(NC(=O)NCC(c2ccccc2)N(C)C)cc1 (stereo not given) | 3 | -30 | 0.0 | 8 | 0 | 4 | -1 | -3 | 1 |
| CCOC(=O)c1ccc(-n2cncn2)nc1 | -7 | 30 | 0.0 | 11 | -5 | 10 | -5 | -2 | 1 |
| Cn1nc(C(=O)NNC(=O)COc2ccccc2)c2ccccc2c1=O | -3 | 2 | 0.9 | 8 | 4 | 3 | -5 | -2 | 0 |
| Cc1nc2c(C)cccn2c1/C(O)=C1\C(=O)C(=O)N(CCN(C)C)C1c1ccccc1 (stereo not given) | -7 | 20 | 0.6 | -2 | -6 | -6 | -1 | -1 | 0 |
| Cc1csc(NC(=O)c2cccs2)n1 | 13 | -23 | 4.9 | 5 | 42 | 30 | -14 | 2 | 3 |
| CCC(C)(C(=O)NC1CCCC1)N(Cc1ccco1)C(=O)c1ccc2c(c1)OCO2 (stereo not given) | 22 | 23 | 0.3 | 33 | 28 | 16 | 1 | -2 | -1 |
| O=C1CSc2ccc(C(=O)NCCC3=CCCCC3)cc2N1 | 5 | -9 | 3.0 | -4 | 1 | -12 | -9 | -2 | 4 |
| O=C(N/N=C1/CC2C=CCC12)c1cccs1 (stereo not given) | -8 | 7 | 1.6 | -3 | 15 | 0 | -11 | -5 | -8 |
| CC1CCN(CCOc2cccc(Br)c2)CC1 | 0 | -4 | -0.8 | -12 | -7 | 17 | 0 | -1 | -1 |
| Cc1cc(C(=O)Nc2ccc3c(c2)OCCO3)co1 | 14 | -49 | 1.9 | -13 | -6 | 2 | -17 | 1 | 0 |
| NC(=O)CC(NC(=O)c1ccc(Br)cc1)c1ccc(NC2CCCCC2)c([N+](=O)[O-])c1 (stereo not given) | 27 | -43 | 1.0 | 13 | 13 | 17 | 9 | 2 | 0 |
| CCc1ccc(NS(=O)(=O)c2cc3c4c(c2)CCN4C(=O)CC3)cc1 | 4 | 25 | 0.7 | 0 | 14 | -9 | 0 | 2 | -1 |
| CC(=O)c1cccc(S(=O)(=O)N2CCC(C(=O)NC3CCCC3)CC2)c1 | 10 | 7 | 0.5 | 11 | 4 | -3 | 1 | -6 | -2 |
